Screens deposited in PubChem BioAssay by several laboratories.
CAL-PDZ inh HTS = untagged CAL PDZ binding inhibitors, primary screen, biochemical, fluorescence polarization, HTS. inhibition, % at 24.9 µM. purified CAL PDZ, TMR-peptide fluorescence polarization, 1 h. 300,000 tested, 0.92% active. AID 602252, 2012;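 active = mean inhibition of at least 30% with at least half of replicates also reaching 30%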;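 note: 0% = DMSO neutral control and 100% = excess unlabeled competitor peptide PRC23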
RTF Ca sens inh = cardiac RTF calcium sensitivity inhibitors, primary screen, biochemical, IANBD-TnC fluorescence, EC70 calcium; IANBD-labeled cardiac RTF, Ca2+ fluorescence; inhibition, % at 7.15 µM; 340,000 tested, 0.12% active; AID 493244, 2011;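 active = inhibition above the mean inhibition of all tested compounds plus 3 SD, cut at about 17% in these data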;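 note: assay run at fixed EC70 calcium of 1.6 mM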
HTR5A ag = HTR5A agonists in luminescence cell assay, primary screen, counter-screen for OPRM1-OPRD1 heterodimer agonist project, full-deck HTS. 340,000 tested, 0.61% active. activation, % at 9.3 µM. 5-hydroxytryptamine receptor 5A (Homo sapiens), P47898. cell-based; in the data active = activation mostly above about 9.5%, no sharp cut-off; inactive = mostly below about 7.6%;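 note: 0% = cells with vehicle only and 100% = reference agonist; strong numbers were not always called active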
Target sequence (P47898 whole entry, looked up): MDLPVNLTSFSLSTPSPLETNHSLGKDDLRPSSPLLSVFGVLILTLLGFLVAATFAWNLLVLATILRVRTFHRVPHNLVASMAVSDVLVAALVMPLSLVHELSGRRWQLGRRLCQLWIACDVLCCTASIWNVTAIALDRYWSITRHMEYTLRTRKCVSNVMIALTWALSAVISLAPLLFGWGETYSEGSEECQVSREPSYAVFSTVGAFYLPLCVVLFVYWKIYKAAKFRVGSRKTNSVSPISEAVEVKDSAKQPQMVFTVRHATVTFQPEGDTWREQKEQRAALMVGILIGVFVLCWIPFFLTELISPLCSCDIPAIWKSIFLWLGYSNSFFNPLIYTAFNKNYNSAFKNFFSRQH
HTR5A inv ctr = HTR5A inverse agonists in luminescence cell assay, primary screen, counter-screen for OPRM1-OPRD1 heterodimer inverse agonist project, full-deck HTS; inhibition, % at 9.3 µM; 340,000 tested, 0.083% active; 5-hydroxytryptamine receptor 5A (Homo sapiens), P47898; AID 504634, 2011; HTR5A cell line, inverse agonism; in the data active = inhibition mostly above about 23%, no sharp cut-off; inactive = mostly below about 18%;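 note: 0% = cells with DMSO and 100% = no-cell wells with DMSO; some compounds called inactive have numbers as strong as hits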
LANA DNA inh = inhibitors of KSHV C-LANA binding to DNA, primary screen, biochemical, fluorescence polarization, FAM-LBS DNA, MBP-C-LANA, single point; Kaposi's sarcoma herpesvirus LANA C-terminal domain (residues 932-1162) DNA binding; inhibition, % at 9 µM; 340,000 tested, 0.078% active; AID 504423, 2011;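 active = highest replicate inhibition at or above 60% at 9 µM, even if other replicates fall short; inactive = all replicates below 60% inhibition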;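 note: 0% = neutral control wells and 100% = 4 µM acridine orange control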
cardiac RTF act = cardiac RTF calcium sensitivity activators, primary screen, biochemical, IANBD-TnC fluorescence, EC20 calcium. 340,000 tested, 0.24% active. activation, % at 7.2 µM. IANBD-labeled TnC RTF fluorescence at EC20 calcium; 0% EC20 calcium, 100% full calcium. Troponin I, cardiac muscle (Homo sapiens) + Troponin T, cardiac muscle (Homo sapiens) + …;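 active = activation above the mean over all tested compounds plus 3 SD, cut at about 30% in these data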;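 note: rise in fluorescence read as greater calcium sensitivity of cardiac thin filaments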
MOR-DOR inv ag = inverse agonists of MOR-DOR heterodimerization, primary screen, cell-based, luminescence; 340,000 tested, 0.21% active; inhibition, % at 9.3 µM; cell-based MOR-DOR heterodimer luminescence, inverse agonism; in the data active = inhibition above about 22%, passing the limit was not always enough;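 note: 0% = cells with DMSO and 100% = wells without cells with DMSO; values of inactives mirror those of a sister screen read the other way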
MOR-DOR ag = agonists of OPRM1-OPRD1 heterodimerization, primary screen, cell-based, luminescence; cells; activation, % at 9.3 µM; 340,000 tested, 0.3% active; in the data active = activation above about 18%;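 note: 0% = vehicle-treated cells and 100% = reference agonist; values of inactives mirror those of a sister screen read the other way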
V-ATPase pH = regulators of yeast V-ATPase proton pumping, primary screen, pHLuorin cytosolic pH fluorescence. S. cerevisiae. response, % at 10 µM. 350,000 tested, 0.37% active. AID 504577, 2011; in the data active = response mostly above about 7.3%, no sharp cut-off; inactive = mostly below about 5.4%; note: actives read high; inactives centre near 0; some compounds called inactive have numbers as strong as hits; reference of the scale not given here
Keap1 Nrf2 FP = Keap1-Nrf2 protein-protein interaction inhibitors, primary screen, biochemical, fluorescence polarization, single point. Kelch-like ECH-associated protein 1 (Homo sapiens), Q14145. Keap1 Kelch-Nrf2 peptide fluorescence polarization, 1536-well. inhibition, % at 9.4 µM. 340,000 tested, 0.15% active. AID 504523, 2011; in the data active = inhibition above about 12%;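 note: human Keap1 Kelch domain with fluorescein labeled Nrf2 9mer peptide probe; 0% = neutral control wells and 100% = peptide positive control; higher means more block of Keap1 binding to Nrf2 peptide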
Target sequence (Q14145 whole entry, looked up, the tested form may be a part): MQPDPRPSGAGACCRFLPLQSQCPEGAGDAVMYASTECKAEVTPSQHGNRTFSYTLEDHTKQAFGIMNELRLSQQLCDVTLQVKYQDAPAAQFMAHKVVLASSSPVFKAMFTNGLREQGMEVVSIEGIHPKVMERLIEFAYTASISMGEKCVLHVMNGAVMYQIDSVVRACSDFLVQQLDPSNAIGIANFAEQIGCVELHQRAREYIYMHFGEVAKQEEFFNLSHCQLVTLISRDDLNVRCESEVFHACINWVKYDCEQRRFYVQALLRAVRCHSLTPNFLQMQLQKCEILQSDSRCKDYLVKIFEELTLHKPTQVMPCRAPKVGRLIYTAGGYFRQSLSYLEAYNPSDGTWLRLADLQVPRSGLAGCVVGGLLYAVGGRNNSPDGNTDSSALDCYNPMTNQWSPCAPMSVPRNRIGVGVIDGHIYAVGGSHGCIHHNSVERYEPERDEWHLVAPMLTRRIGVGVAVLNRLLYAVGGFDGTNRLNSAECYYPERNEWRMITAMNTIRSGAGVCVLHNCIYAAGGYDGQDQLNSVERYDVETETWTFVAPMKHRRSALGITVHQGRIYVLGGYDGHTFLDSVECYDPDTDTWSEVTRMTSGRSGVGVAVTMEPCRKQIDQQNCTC
Numbers without * were called inactive; . = not tested or not shown.

compound	CAL-PDZ inh HTS	RTF Ca sens inh	HTR5A ag	HTR5A inv ctr	LANA DNA inh	cardiac RTF act	MOR-DOR inv ag	MOR-DOR ag	V-ATPase pH	Keap1 Nrf2 FP
COc1ccc(NC(=S)Nc2ccccc2Cl)cn1	0	1	1	-3	1.6	-2	11	-2.2	0	0
COc1ccc(NC(=O)NC2(C(=O)N3CCCCCC3)CCCCC2)cc1	-2	-3	8	-1	-1.2	-3	10	-1.7	-1	-2
COCCN1CCn2c(nc3cc(NC(=O)NC4CCCCC4)ccc32)C1	0	-9	.	.	0.6	7	.	.	0	-3
CC(=O)Nc1ccc(NC(=O)C(Sc2ccccc2)c2ccccc2)cc1 (configuration not stated)	-1	1	5	-12	-1.5	11	4	-0.8	0	-3
O=C(CN(C(=O)CNS(=O)(=O)c1ccccc1)c1ccc(Cl)cc1)NCC1CCCO1 (configuration not stated)	-6	-5	2	-7	-0.8	-3	8	-1.5	-2	-6
Cc1ccc(NC(NC(=O)c2ccccc2[N+](=O)[O-])C(Cl)(Cl)Cl)cc1 (configuration not stated)	4	-6	0	-7	1.6	-2	-7	1.4	0	0
CCOc1cc(N2CCOCC2)c(OCC)cc1NC(=O)CCC1CCCC1	-3	-10	1	-3	-0.9	3	-17	3.2	0	-5
CCOC(=O)c1c(C)[nH]c(C)c1C(=O)COC(=O)COc1ccc(Cl)c(C)c1	-5	-4	7	0	-0.4	-12	-7	1.0	-1	3
Cc1ccccc1OCC(=O)Nc1sc2c(c1C#N)CC(C)(C)NC2(C)C	-7	-8	1	-4	-1.4	-3	2	-0.2	-1	1
N#CCOc1nc(N2CCCCC2)nc(N2CCCCC2)n1	5	-13	-1	4	-1.1	3	-42	5.8	0	1
COc1ccc(-c2nnc(SC(C)C(=O)NC3CC3)o2)cc1 (configuration not stated)	1	4	-9	24*	1.7	-1	9	-2.2	-3	-3
Nc1nc(SCC(=O)Nc2ccc(Cl)cc2)[nH]c(=O)c1-c1ccccc1	-3	3	1	2	0.7	21	3	-0.5	-2	-5
Cc1ccc(S(=O)(=O)OCC(=O)Nc2ccc(C(=O)O)c(O)c2)cc1	-7	-10	1	-3	62*	-6	23	-5.3	-4	-5
CC(C)NC(=S)NN=C1CCC(c2ccccc2)CC1 (configuration not stated)	-3	-10	-4	10	-1.2	9	8	-1.4	1	-5
Cc1noc(C)c1-c1ccc2ncnc(NC(C)c3ccco3)c2c1 (configuration not stated)	-6	0	2	-26	0.1	-5	6	-1.1	-1	-2
Cn1cc(/C=C2\SC(=O)NC2=S)c2ccccc21	-6	-7	-4	12	2.3	7	28*	-5.7	1	-5
CCNC(=O)COc1ccc2ccccc2c1	0	-10	-3	7	1.1	0	20	-3.2	-1	3
CN(CC(=O)Nc1ccc(OC(F)(F)F)cc1)C(=O)Cn1c(=O)cnc2ccccc21	-1	-6	-3	8	0.6	4	7	-1.7	-2	-4
O=C(CSc1nnc(CNC(=O)c2cccc(C(F)(F)F)c2)o1)NC1CCCCC1	-5	-6	5	0	-2.6	-5	4	-0.7	0	-1
Cc1ccc(NC(=O)CCn2nc([N+](=O)[O-])cc2C)nc1	-3	-7	4	-40	-0.8	6	8	-1.5	2	-2
COc1cccc2c(=O)n(CC(=O)Nc3ccc(F)cc3F)ccc12	-3	-2	3	-10	-0.9	-1	18	-3.4	4	0
COc1ccc(NC(=O)CN2C(=O)C(c3ccccc3)=NC23CCCCCC3)cc1OC	-5	-23	3	-6	-0.1	10	-10	1.8	3	-4
COC(=O)C1CCN(C(=O)COC(=O)CC(NC(C)=O)c2ccccc2)CC1 (configuration not stated)	-2	-2	3	-30	-2.1	1	6	-1.1	3	3
O=C(NC(=S)NCCSc1ccccc1)c1cccnc1	-2	4	-4	-26	0.7	5	8	-1.5	-2	-4
Clc1ccc(SCCCCn2ccnc2)cc1	-12	1	-4	10	0.7	-2	5	-1.1	-1	1
Cc1[nH]nc(Nc2ccc(O)cc2)c1[N+](=O)[O-]	-3	1	-2	5	-0.3	-1	2	-0.4	-1	-4
Cn1c(SCC(=O)N2CCOCC2)nc2cccnc21	-2	-7	3	-15	1.2	2	6	-1.1	0	-4
Cc1ccc(S(=O)(=O)N2[C@@H](c3ccc(Cl)cc3)C(C(=O)O)=CC[C@H]2c2ccc3c(c2)OCO3)cc1	-4	-8	2	-9	-1.4	1	0	0.0	-3	3
Cc1ccc2c(c1)C(=O)CC1(CCC(C(C)(C)C)CC1)O2 (configuration not stated)	-1	-3	3	-4	3.2	0	12	-2.0	4	-2
O=C(Nc1cccc(F)c1)[C@@H]1CCCN1	-5	-6	0	0	1.0	-4	6	-1.4	-2	2
Cc1ccc(C(=O)CN(C(=O)c2ccc(Cl)c(Cl)c2)N2C(=O)C3C4C=CC(C4)C3C2=O)cc1 (configuration not stated)	-4	-6	6	-7	-0.7	4	8	-1.7	1	0
CN1CCN(CC(=O)N2c3ccc(S(=O)(=O)NCCNC(=O)OC(C)(C)C)cc3C(=O)Nc3cccnc32)CC1	-3	-4	-1	-14	3.6	3	18	-3.3	3	-4
COc1cc(C(C2C(=O)CC(C)(C)CC2=O)C2C(=O)CC(C)(C)CC2=O)ccc1OC(C)=O	-2	-6	-3	-6	-0.8	-1	-2	0.4	-3	1
CCOC(=O)NCCOC(=O)Nc1ccc(Cl)cc1	0	-1	2	2	0.9	-1	5	-0.8	-3	-3
COc1cccc(CN(C(=O)Cc2c[nH]c3ccccc23)C(C(=O)NC2CCCCC2)c2cccs2)c1 (configuration not stated)	1	-4	-3	-11	-0.9	1	7	-1.3	-4	-7
COc1cc(-c2c(-c3ccc4c(c3)OCO4)noc2C)ccc1F	-3	-2	0	1	-1.3	17	-12	2.1	0	-2
O=C(NCc1ccco1)C(=O)c1cn(CC(=O)N2CCCCC2)c2ccccc12	-2	-15	-3	27	0.9	5	-1	0.2	-4	-2
CN1/C(=C\C=C(/C#N)C(=O)Nc2ccc(Cl)cc2)C(C)(C)c2ccccc21	-4	-18	0	21	33	10	-2	0.4	2	14*
CCCN1CCN(C(=O)C(NC(=O)c2ccco2)C(C)C)CC1 (configuration not stated)	3	1	13	-38	-0.2	4	-2	0.3	5	-6
CCN(CC)c1ccc(CNc2nc3ccccc3n2CC)cc1	-4	-3	-2	6	-3.0	0	4	-0.7	1	-5
CCOc1ccc(OCC)c(Nc2cc(C)nc3ncnn23)c1	0	-3	2	-5	0.2	-1	7	-1.4	3	-5
c1cc2c(cc1CN1CCN(C3CCCCCC3)CC1)OCO2	-5	-1	2	-7	0.3	-4	17	-3.5	5	-5
COc1cc(/C=C2/SC(=S)N(CC3CCCO3)C2=O)ccc1O (configuration not stated)	.	-17	-11	44*	-8.1	-7	-4	0.7	-4	-6
c1ccc2c(-c3nnc4n3CCCCC4)cc(-c3ccncc3)nc2c1	-2	0	4	1	-0.2	12	1	-0.3	5	-3
N#CC1(NC(=O)COC(=O)C23CC4CC(CC(O)(C4)C2)C3)CCCCC1	-3	-8	3	20	1.6	3	12	-2.4	1	2
O=C(Nc1ccc(F)c(Cl)c1)C1CCCN(c2cnccn2)C1 (configuration not stated)	-5	-4	0	2	-1.0	-4	11	-2.0	0	3
CCOC(=O)c1c(C)n(C)c2ccc(OC)c(NC(=O)c3cccs3)c12	-2	9	2	1	-0.9	8	8	-1.3	2	-6
O=C(OCC(=O)N1CCCC1)c1cc(Br)ccc1Cl	.	-5	-2	35	-1.2	1	3	-0.5	-4	1
NS(=O)(=O)c1ccc(NC(=S)N2CCN(c3cccc(Cl)c3)CC2)cc1	0	4	4	-9	1.3	1	-3	0.8	-1	4
COc1ccccc1-n1cnc2sc(-c3ccccc3)cc2c1=O	-5	-7	5	-22	-0.2	-8	-4	0.7	3	-3
COc1cc(C)c(S(=O)(=O)NCCCn2ccnc2)cc1C	-3	-1	-2	4	-0.1	2	4	-0.8	4	-6
CCCCN(CC)CCNC(=O)c1cc2c(=O)n(C)c3ccccc3c2n1C	.	-4	-3	10	-9.8	3	8	-1.6	1	-5
COC(=O)c1c(NC(=O)C2CC=CCC2C(=O)O)sc(C)c1C (configuration not stated)	.	-6	-3	7	0.2	3	10	-1.8	2	4
COC(=O)c1ccc(NC(=O)c2ccc(NS(=O)(=O)c3cccc4cccnc34)cc2)cc1	-4	-7	1	-4	2.9	-2	11	-2.4	3	-5
Cc1cccc(OCCOC(=O)c2c(-c3ccccc3)noc2C)c1	-5	-17	0	9	-1.7	8	-14	2.0	3	2
CC1CC1C(=O)N(CCC1=CCCCC1)c1c(N)n(Cc2ccccc2)c(=O)[nH]c1=O (configuration not stated)	-5	-7	0	6	0.0	-9	7	-1.4	-5	-1
Cc1cc(NC(=O)CSc2nnc(CNc3cccc(C(F)(F)F)c3)n2Cc2ccco2)no1	-6	-3	6	-15	-0.7	2	-5	0.9	-2	4
CCN(C)Cc1c(C(=O)N2CCc3ccccc3C2)nc2ccc(Cl)cn12	-2	-6	3	-8	0.6	3	-17	2.3	-2	-1
OCCNC(=S)c1ccccc1	-1	3	-3	-1	-1.8	-5	16	-3.2	-4	-1
CC(=O)Nc1cccc(C(=O)OCC(=O)Nc2nnc(-c3ccccc3)o2)c1	0	3	-3	6	-0.3	-1	26	-5.0	-2	0

The results go on.
compound	CAL-PDZ inh HTS	RTF Ca sens inh	HTR5A ag	HTR5A inv ctr	LANA DNA inh	cardiac RTF act	MOR-DOR inv ag	MOR-DOR ag	V-ATPase pH	Keap1 Nrf2 FP
N#C/C=C/N1CCN(Cc2ccc3c(c2)OCO3)CC1	1	-4	2	-7	-2.5	-3	7	-1.6	-1	-3
Cc1ccc(C(=O)NN2CCOCC2)cc1	0	-3	1	-4	-1.9	7	2	-0.5	2	1
Cc1ccc(NC(=O)C2CSC3(C)CCC(=O)N23)cc1S(=O)(=O)N1CCOCC1 (configuration not stated)	7	6	0	1	0.4	-5	9	-2.3	2	-7
CN(C)c1cccc(C(=O)OCC(=O)Nc2nccs2)c1	-2	-17	10	-8	0.2	6	-7	1.5	-6	0
Cc1ccc(C(=O)NC(=S)Nc2ccc3[nH]c(=O)[nH]c3c2)c(C)c1	.	-5	2	-8	2.2	8	0	0.0	1	-8
Cc1nc(SCC(=O)N2CCOCC2)c2c(C)c(C)sc2n1	0	-10	-1	2	-0.1	-9	6	-1.1	2	-8
